PrPC surface inh: inhibitors of human cell surface prion protein PrPC, primary screen, cell-based, TR-FRET; Major prion protein (Homo sapiens), P04156; TR-FRET read-out; inhibition, % at 13.8 µM; 0.43% of 370,000 active; AID 720596, 2013; in the data active = inhibition above about 24%; note: 0% = median of the test wells and 100% = reference compound wells
SSB-PriA inh: inhibitors of Klebsiella pneumoniae PriA binding to SSB C-terminal tail, primary screen, biochemical, AlphaScreen; PriA–SSB C-terminal tail interaction (Klebsiella pneumoniae); AlphaScreen SSBct-PriA binding, biotinylated peptide; inhibition, % at 33 µM; 0.6% of 430,000 active; AID 1272365, 2023; in the data active = inhibition mostly above about 37%, no sharp cut-off; inactive = mostly below about 20%;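 note: plate controls were negative control peptide for no effect and reference peptide for full effect; strong numbers were not always called active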
VHR inh abs: VHR1 phosphatase inhibitors, primary screen, biochemical, absorbance, uHTS | Dual specificity protein phosphatase 3 (Homo sapiens), P51452 | recombinant VHR phosphatase, pNPP absorbance | inhibition, % at 13.3 µM | 0.52% of 290,000 active | AID 1654, 2009; in the data active = inhibition above about 50%; note: some compounds called inactive have numbers as strong as hits
Target sequence (P51452 whole entry, looked up): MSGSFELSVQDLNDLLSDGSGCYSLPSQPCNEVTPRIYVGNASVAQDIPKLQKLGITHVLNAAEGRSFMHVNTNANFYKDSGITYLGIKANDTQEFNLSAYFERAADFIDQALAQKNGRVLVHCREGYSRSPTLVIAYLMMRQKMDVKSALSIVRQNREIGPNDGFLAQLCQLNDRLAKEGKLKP
3CLpro inhibitor: SARS-CoV 3CLpro protease inhibitors, primary screen, biochemical, quenched FRET; inhibition, % at 6 µM; 0.14% of 290,000 active; Replicase polyprotein 1ab (Severe acute respiratory syndrome coronavirus), P0C6X7; recombinant SARS-CoV 3CLpro, quenched FRET peptide cleavage; in the data active = inhibition above about 12%
MazF activator: activators of E. coli MazEF toxin-antitoxin RNase, primary screen, biochemical, fluorescence, uHTS | Endoribonuclease toxin MazF (Escherichia coli (strain K12)), P0AE70 | FAM/BHQ RNA-DNA oligo cleavage fluorescence, 5 h | activation, % at 20 µM | 0.32% of 350,000 active; in the data active = activation above about 50%
Rv3671c protease: Rv3671c serine protease inhibitors, primary screen, biochemical, fluorescence polarization, M. tuberculosis H37Rv. inhibition, % at 5.96 µM. 0.048% of 320,000 active; in the data active = inhibition above about 38%;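 note: extracellular domain of Rv3671c used as enzyme; 0% = enzyme with DMSO and 100% = no enzyme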
BoNT A protease: BoNT/A light chain protease inhibitors, primary screen, biochemical, flow cytometry, MLPCN library; Botulinum neurotoxin type A light chain protease (Clostridium botulinum A str. ATCC 3502); multiplex microsphere protease substrate cleavage; inhibition, % at 10 µM; AID 588499, 2011; 0.17% of 360,000 active; note: plate controls were buffer without enzyme for full effect and enzyme alone for no effect
Anthrax LF prot: Bacillus anthracis LF protease inhibitors, primary screen, biochemical, multiplex microsphere, MLPCN library | Lethal factor (Bacillus anthracis), P15917 | multiplex microsphere protease cleavage assay | inhibition, % at 10 µM | 0.12% of 360,000 active; note: plate controls were buffer without enzyme for full effect and enzyme alone for no effect
Target sequence (P15917 whole entry, looked up): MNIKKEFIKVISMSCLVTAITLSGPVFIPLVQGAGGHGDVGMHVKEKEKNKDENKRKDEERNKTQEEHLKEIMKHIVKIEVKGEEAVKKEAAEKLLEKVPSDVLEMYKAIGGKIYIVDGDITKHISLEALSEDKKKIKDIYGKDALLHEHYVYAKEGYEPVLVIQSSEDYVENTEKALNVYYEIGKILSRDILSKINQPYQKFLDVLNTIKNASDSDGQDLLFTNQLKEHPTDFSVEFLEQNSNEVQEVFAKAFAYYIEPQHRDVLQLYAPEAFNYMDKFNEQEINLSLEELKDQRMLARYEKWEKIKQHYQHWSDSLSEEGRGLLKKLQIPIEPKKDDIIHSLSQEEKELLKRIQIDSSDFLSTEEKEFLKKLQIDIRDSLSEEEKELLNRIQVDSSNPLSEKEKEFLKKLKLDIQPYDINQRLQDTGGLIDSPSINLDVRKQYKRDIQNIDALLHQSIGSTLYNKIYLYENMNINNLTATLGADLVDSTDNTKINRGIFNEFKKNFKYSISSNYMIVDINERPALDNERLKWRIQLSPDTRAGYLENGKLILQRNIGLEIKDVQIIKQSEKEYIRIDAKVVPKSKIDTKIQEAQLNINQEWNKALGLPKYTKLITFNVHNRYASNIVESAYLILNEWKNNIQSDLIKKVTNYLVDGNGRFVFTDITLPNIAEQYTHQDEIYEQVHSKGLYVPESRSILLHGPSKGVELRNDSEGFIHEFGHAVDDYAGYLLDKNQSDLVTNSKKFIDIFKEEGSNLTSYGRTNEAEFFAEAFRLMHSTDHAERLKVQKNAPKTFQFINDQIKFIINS
CCHF vOTU inh: CCHFV vOTU protease inhibitors, primary screen, biochemical, Pep-AMC substrate, fluorescence. Crimean-Congo hemorrhagic fever virus L polyprotein viral ovarian tumor (vOTU) protease …. inhibition, % at 11.5 µM. 0.55% of 370,000 active. AID 651958, 2012; in the data active = inhibition above about 30%; note: 0% = vehicle wells with enzyme and 100% = no enzyme wells
BoNT F protease: BoNT/F light chain protease inhibitors, primary screen, biochemical, flow cytometry, MLPCN library | Botulinum neurotoxin type F light chain protease (Clostridium botulinum) | Multiplex microsphere protease cleavage assay | inhibition, % at 10 µM | 0.22% of 360,000 active | AID 588497, 2011; in the data active = inhibition above about 35%, passing the limit was not always enough; inconclusive = no clear call, values can overlap the other calls; note: plate controls were buffer without enzyme for full effect and enzyme alone for no effect
* = called active by the depositor; ? = inconclusive; nt = not tested or not shown; & = joins results of further samples. Cut-off read from the data, not from the text of the source, unless noted: active = inhibition above about 30%; inconclusive = no clear call, values can overlap the other calls; inactive = below that. An excerpt; rates above refer to the full screens.

Every second line gives: PrPC surface inh	SSB-PriA inh	VHR inh abs	3CLpro inhibitor	MazF activator	Rv3671c protease	BoNT A protease	Anthrax LF prot	CCHF vOTU inh	BoNT F protease
(1) CCOC(=O)c1sc2nc(C)nc(NC3CCC(O)CC3)c2c1C (centres undefined)
→ 4	-11	12	2	15	8	-0.3	1	-19	-5
(2) CCN(CC(=O)Nc1ccc(NC(C)=O)cc1)C(=O)c1c(-c2c(F)cccc2Cl)noc1C
→ 3	-6	26	-2	1	-7	1.6	0	-3	-1
(3) Fc1ccc(-c2cn(-c3ccccc3)c3[n+]2CCS3)cc1
→ -12	-13	25	-2	-4	6	-0.5	6	3	6
(4) COc1ccc(C2C(C(=O)N3CCCC3)c3cc(OC)c(OC)cc3C(=O)N2C)cc1 (centres undefined)
→ 11	-17	-4	0	1	-2	-1.1	4	3	-23
(5) CC(=O)C1=C(O)C(=O)N(C)C1c1ccccc1F (centres undefined)
→ -2	2	-8	-1	3	-6	-0.2	1	7	-10
(6) CC(C)NS(=O)(=O)c1ccc(OCC(=O)NCc2ccccc2)cc1
→ 1	-2	21	6	9	4	0.4	-6	8	-6
(7) Cc1ccccc1CC1(CO)CCCN(Cc2c(C)nn(C)c2Cl)C1 (centres undefined)
→ 8	2	-6	4	-8	1	-0.3	-1	4	-5
(8) Cc1cc(C)n(-c2cc(N3CCN(S(=O)(=O)c4ccc(Br)cc4)CC3)ccc2[N+](=O)[O-])n1
→ -12	6	-1	-1	7	-11	-0.3	-4	12	-7
(9) Cc1nc2ccccn2c1C(=O)N/N=C/c1ccc([N+](=O)[O-])o1
→ -36	nt	16	-1	3	2	-0.3	-5	13	-2
(10) CCCn1cnc2sc(C(N)=O)c(C)c2c1=O
→ -1	-13	0	0	3	4	1.8	6	7	?
(11) CCc1c(C)c(C#N)c2nc3ccccc3n2c1-n1nc(C)cc1C
→ -3	-17&-1&-7	1	-5	5	-5	-0.1	0	-1	-9
(12) O=C(c1cc(COc2ccc(F)cc2F)on1)N1CC2C[C@@H]3CC1C[C@H](C2)C3
→ 6	-4	34	3	5	-7	0.8	-1	1	4
(13) CC(=O)Nc1ccc(S(=O)(=O)NCCSc2ccccn2)cc1
→ -2	-5	0	-1	-3	6	0.4	1	10	24
(14) O=C(Nc1ccccn1)C1CCN(S(=O)(=O)c2ccc3ccccc3c2)CC1
→ -3	3	nt	nt	-2	nt	-1.7	-7	-8	-8
(15) CN1C[C@@H]2C(c3ccc(C(F)(F)F)cc3)C3(c4ccc(C#N)cc4)CC2(C3)[C@H]1c1ccccc1 (some centres undefined)
→ 3	0	11	nt	-5	-15	-1.5	-1	6	-16
(16) Cc1cccc2nc(CSc3nc4[nH]ncc4c(=O)n3-c3cccc(Cl)c3)cc(=O)n12
→ 2	-5	37	3	0	3	2.4	3	2	16
(17) COC(=O)c1ccc(/C=C/C(=O)c2ccc(OC)c(OC)c2)cc1
→ nt	12	14	-6	0	4	-0.8	-10	nt	-12
(18) COc1ccc(CCNC(=O)c2nonc2N)cc1OC
→ 4	nt	14	1	-12	2	1.8	1	-1	4
(19) C[C@H](CO)N1C[C@H](C)[C@H](CN(C)C(=O)N[C@H](C)c2ccccc2)OCc2ccccc2-c2c(n(C)c3ccccc23)C1=O
→ -7	nt	nt	nt	3	nt	-0.1	1	15	-1
(20) CCOC(=O)C1CCN(S(=O)(=O)c2c(C(=O)N3CCCCC3)c(C)n(C)c2C)CC1
→ 9	-8	-17	-1	6	2	-1.0	-2	-6	4
(21) Cc1ccc(NC(=O)C2CCN(C(=O)N3CCOc4ccccc43)CC2)cc1
→ 1	-7	25	-1	9	-5	-0.2	-5	5	-10
(22) N#Cc1cccc(NC(=O)CSc2nnc(-c3n[nH]c4ccccc34)o2)c1
→ -3	-10	26	-1	11	-8	0.2	-6	6	-3
(23) CCN(CC(=O)Nc1ccc(NC(C)=O)cc1)C(=O)c1c(C)nn(-c2ccc(F)cc2)c1Cl
→ -12	-7	nt	nt	12	1	0.8	4	1	2
(24) Cc1ccc(NC(=O)c2ncn(CC(=O)NCc3ccccc3)n2)cc1C
→ 10	1	nt	nt	14	nt	0.0	-2	22	1
(25) CN(C)S(=O)(=O)Oc1ccsc1C(=O)Nc1ccc(Cl)c(Cl)c1
→ 16	-18	20	5	0	-20	0.3	-6	0	-7
(26) O=C(Oc1ccc2c(c1)OCO2)c1ccc(F)cc1Cl
→ 0	-20	6	-6	-2	-2	0.7	0	-15	1
(27) COc1ccc(C(=O)C2CCN(CC(=O)Nc3ccccc3F)CC2)cc1
→ -6	-4	13	5	4	-8	-0.3	-4	11	-6
(28) CCn1cnc2scc(-c3ccc(C)c(C)c3)c2c1=O
→ 5	-14	7	4	4	-6	-0.9	-4	0	0
(29) CC(C)C(C)(C#N)NC(=O)CSc1nc2scc(-c3ccco3)c2c(=O)n1-c1ccccc1 (centres undefined)
→ 8	-16	14	2	2	-3	1.5	-3	7	11
(30) CCOc1ccccc1N(CC(=O)Nc1ccc(OC)cc1)S(=O)(=O)c1ccccc1
→ 0	-10	6	-3	5	0	-1.1	-2	8	-12

At a glance, four of the compounds above.
Every second line gives: PrPC surface inh	SSB-PriA inh	VHR inh abs	3CLpro inhibitor	MazF activator	Rv3671c protease	BoNT A protease	Anthrax LF prot	CCHF vOTU inh	BoNT F protease
(27) COc1ccc(C(=O)C2CCN(CC(=O)Nc3ccccc3F)CC2)cc1
→ -6	-4	13	5	4	-8	-0.3	-4	11	-6
(28) CCn1cnc2scc(-c3ccc(C)c(C)c3)c2c1=O
→ 5	-14	7	4	4	-6	-0.9	-4	0	0
(29) CC(C)C(C)(C#N)NC(=O)CSc1nc2scc(-c3ccco3)c2c(=O)n1-c1ccccc1 (centres undefined)
→ 8	-16	14	2	2	-3	1.5	-3	7	11
(30) CCOc1ccccc1N(CC(=O)Nc1ccc(OC)cc1)S(=O)(=O)c1ccccc1
→ 0	-10	6	-3	5	0	-1.1	-2	8	-12

Other entries
Every second line gives: PrPC surface inh	SSB-PriA inh	VHR inh abs	3CLpro inhibitor	MazF activator	Rv3671c protease	BoNT A protease	Anthrax LF prot	CCHF vOTU inh	BoNT F protease
(31) COc1ccc(C(C)=O)cc1CSc1nnc(Nc2c(C)cccc2C)s1
→ 3	5	-4	2	-11	4	0.9	0	-19	-2
(32) Cc1c(C(=O)NC2CC(C)(C)NC(C)(C)C2)oc2c(Cl)cccc12
→ -3	nt	nt	nt	12	nt	0.6	-2	7	-3
(33) CCc1nnc(NC(=O)C2CCC(CNc3c(N4CCC(C)CC4)c(=O)c3=O)CC2)s1 (centres undefined)
→ 0	-10	29	5	4	3	-2.1	5	-4	-3
(34) COCC(C)n1c(C)cc(C(=O)COC(=O)CNC(=O)c2ccccc2)c1C (centres undefined)
→ 7	0	-2	3	-4	9	-0.3	-1	-10	-3
(35) CCCCOc1ccccc1NC(=O)c1ccco1
→ -9	-25	13	2	2	1	1.9	-8	-1	-2
(36) C[C@H]1CC2C3CC=C4C[C@@H](O)CC[C@]4(C)C3CC[C@]2(C)[C@H]1O (some centres undefined)
→ 15	-7	nt	nt	-1	-4	0.6	0	-21	-5
(37) S=C(NCCCN1CCOCC1)NN=C1c2ccccc2-c2ccccc21
→ -11	nt	nt	nt	10	nt	-0.4	-10	10	-6
(38) CCN(CC(=O)Nc1cccc(OC)c1)CC(=O)Nc1cccc2ccccc12
→ -11	1	nt	nt	-2	0	0.1	7	20	0
(39) CCN(CC)S(=O)(=O)c1cccc(C(=O)N/N=C/c2ccc([N+](=O)[O-])o2)c1
→ -12	nt	22	2	12	12	-1.3	-4	1	-2
(40) C=CCNC(=O)CSc1nnc(-c2ccccn2)n1Cc1ccccc1
→ -3	1	1	-3	3	-9	0.3	-2	-10	-5
(41) Cc1cc(-c2nnc(-c3cccc(Cl)c3)o2)no1
→ 0	-10	29	3	-1	-4	-0.3	10	-3	?
(42) CCN(CC)C(=O)N1CCn2c(nc3ccccc32)C1
→ 6	-21	3	3	-11	3	-0.2	0	4	-9
(43) COc1ccc(NC(=O)c2cncn2-c2ccccc2)cc1
→ -7	2	26	-5	-3	-12	1.7	-8	1	1
(44) N#CC(=C1C=C(Br)C(=NO)C=C1Cl)c1ccc(Cl)cc1
→ 7	nt	nt	nt	6	nt	-0.5	-7	13	-6
(45) CCCNC(=O)NCCc1ccncc1
→ 0	5	23	-1	0	-7	-0.8	-3	-7	-1
(46) CN1CCN(C(=O)c2cccc(-c3cccc4nccn34)c2)CC1
→ 6	nt	nt	nt	nt	nt	0.1	-4	-2	3
(47) CCc1cccc2c(C(=O)CSc3nnc(-c4ccoc4C)n3C)c[nH]c12
→ -9	6	12	2	2	-4	2.6	-4	-9	1
(48) CSc1ccccc1OCc1cc(C(=O)N2CCC(c3ccncc3)CC2)no1
→ 12	nt	22	0	nt	-5	0.8	7	1	-8
(49) O=C1c2oc3ccccc3c(=O)c2C(c2cccc(F)c2)N1CCCO (centres undefined)
→ -4	-10	13	7	5	-1	-0.6	-1	3	-4

Record cards (already shown).
Profile of S=C(NCCCN1CCOCC1)NN=C1c2ccccc2-c2ccccc21 → PrPC surface inh: -11; SSB-PriA inh: nt; VHR inh abs: nt; 3CLpro inhibitor: nt; MazF activator: 10; Rv3671c protease: nt; BoNT A protease: -0.4; Anthrax LF prot: -10; CCHF vOTU inh: 10; BoNT F protease: -6
Profile of C[C@H]1CC2C3CC=C4C[C@@H](O)CC[C@]4(C)C3CC[C@]2(C)[C@H]1O (some centres undefined) → PrPC surface inh: 15; SSB-PriA inh: -7; VHR inh abs: nt; 3CLpro inhibitor: nt; MazF activator: -1; Rv3671c protease: -4; BoNT A protease: 0.6; Anthrax LF prot: 0; CCHF vOTU inh: -21; BoNT F protease: -5

Screens: PubChem BioAssay, several laboratories
